NTR1 agonist: agonists of NTR1, primary screen, imaging, U2OS cells, beta-arrestin-GFP, high content (AID 493036); 330,000 compounds, 0.17% hits; NTR1-U2OS beta-arrestin-GFP spot imaging, agonist mode; Neurotensin receptor type 1 (Homo sapiens), P30989; activation, % at 20 µM;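 active means activation at or above 40% of the spot to cytoplasm intensity ratio, with at least 20 cells analyzed; inconclusive means wells under 20 cells, flagged as cytotoxic or low count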;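 further: 0% = DMSO without peptide and 100% = 100 nM NTR1 peptide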
Target sequence (P30989 whole entry, looked up): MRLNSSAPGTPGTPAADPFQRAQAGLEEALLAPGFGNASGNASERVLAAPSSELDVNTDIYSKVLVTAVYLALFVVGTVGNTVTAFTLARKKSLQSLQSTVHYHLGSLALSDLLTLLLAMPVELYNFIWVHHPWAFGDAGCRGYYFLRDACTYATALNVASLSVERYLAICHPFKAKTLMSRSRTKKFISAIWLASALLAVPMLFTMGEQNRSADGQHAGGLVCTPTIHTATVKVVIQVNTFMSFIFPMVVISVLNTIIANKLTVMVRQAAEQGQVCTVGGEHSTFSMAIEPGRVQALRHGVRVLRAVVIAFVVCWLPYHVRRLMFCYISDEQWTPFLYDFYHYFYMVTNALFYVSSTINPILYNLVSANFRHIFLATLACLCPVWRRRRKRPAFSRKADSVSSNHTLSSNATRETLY
Autophagy HCS: autophagy modulators in MEF cells, primary screen, imaging, high-content, MEF GFP-LC3 | MEF GFP-LC3 puncta imaging; test concentration mostly 10 µM | 190,000 compounds, 0.98% hits | calls only at 10 µM (by protocol);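 active means percentage of spot-positive cells more than 3 SD above its plate mean, without a fluorescence outlier flag or 80% toxicity; inconclusive means no clear call, values can overlap the other calls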;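 further: spot-positive cell cutoff set from DMSO-treated cells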
GPR35 arrestin U2OS: GPR35 antagonists blocking zaprinast-driven arrestin recruitment, primary screen, imaging, U2OS, beta-arrestin-GFP, zaprinast agonist (AID 2058). 290,000 compounds, 0.052% hits. inhibition, % at 10 µM; hits with a dose series show IC50 in µM. U2OS GPR35 beta-arrestin-GFP translocation imaging, zaprinast antagonism; higher % means a stronger effect. G-protein coupled receptor 35 (Homo sapiens);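 active means inhibition of at least 50% with at least 30 cells and total cytoplasm GFP at most 10,000,000; inconclusive means under 30 cells or total GFP of 10,000,000 plus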
K1F lysis inhibition: inhibition of K1F phage lysis, E. coli UTI89, bacterial capsule biogenesis inhibitors, alamar blue (AID 488966) | E. coli UTI89 K1F phage lysis, alamar blue, 2 h; higher % means a stronger effect | inhibition, % at 100 µM, or IC50 in µM where a hit was titrated | 340,000 compounds, 0.02% hits;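 active means phage lysis inhibition, versus mean bacterial control, above a set limit; inconclusive means no clear call, values can overlap the other calls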;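 further: capsule biogenesis inhibitors block K1F phage lysis so surviving cells raise fluorescence; higher fluorescence means more inhibition of phage lysis; actives were called in the ten point dose series up to 300 µM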
RSV antiviral HEp-2: RSV antiviral activity via CPE protection, HEp-2 cells, primary 10 µM value included (AID 2391); 310,000 compounds, 0.13% hits; CPE inhibition, % at 10 µM; hits with a dose series show IC50 in µM; HEp-2 cells, RSV-induced CPE inhibition; higher % means a stronger effect; in the data active means a potency from the dose series; inconclusive means CPE inhibition mostly from about 23% at the one dose, without a potency; inactive means the rest, 99 in 100 with CPE inhibition below about 21%; further: strong numbers were not always called active
AID2073: inhibitors of Mint1-CaV2.2 protein interaction, biochemical, HTRF (AID 2073) | Voltage-dependent N-type calcium channel subunit alpha-1B (Homo sapiens) | HTRF protein-protein interaction, Mint1-CaV2.2; higher % means a stronger effect | inhibition, % at 20 µM, or IC50 in µM where a hit was titrated | 290,000 compounds, 0.19% hits; in the data active means inhibition mostly above about 51%, no sharp cut-off; inconclusive means no clear call, values can overlap the other calls; inactive means mostly below about 53%; further: some results filed as inactive read as strong as hits
NS5 inhibitors: Dengue-2 NS5 methyltransferase inhibitors, primary screen, biochemical, confirmation dose response (AID 588689); 340,000 compounds, 0.3% hits; inhibition, % at 25 µM; hits with a dose series show IC50 in µM; Dengue-2 NS5 methyltransferase capping enzyme assay, biochemical; higher % means a stronger effect; in the data active means a potency from the dose series; inconclusive means inhibition above about 29% without an active follow-up result
LYP phosphatase: inhibitors of LYP phosphatase, biochemical, fluorescence intensity, uHTS (AID 1779); Tyrosine-protein phosphatase non-receptor type 22 (Homo sapiens); recombinant LYP phosphatase, fluorescence intensity; higher % means a stronger effect; inhibition, % at 11.5 µM; hits with a dose series show IC50 in µM; 290,000 compounds, 0.054% hits; in the data active means inhibition above about 50%;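 further: plate controls were vehicle with enzyme for no effect and no enzyme for full effect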
WT yeast gro inh: growth inhibition of WT strain, primary screen, mitochondrial fusion inhibitor project, WT and mutant strains, chemical genetic; mitochondrial fusion phenotypic screen; inhibition, % at 10 µM; 190,000 compounds, 2.1% hits; in the data active means inhibition above about 58%; tested in S. cerevisiae
WT yeast gro inh mutant strain: second read-out of WT yeast gro inh, no call of its own (marks repeat the call); inhibition, %; mitochondrial fusion phenotypic screen, mutant strain inhibition
Autophagy HCS cell loss 18 h: second read-out of Autophagy HCS, no call of its own (marks repeat the call); toxicity, %; measured here: cell loss, nuclei count;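 cell loss after 18 h compound exposure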
NTR1 agonist cell count 20 µM: second read-out of NTR1 agonist, no call of its own (marks repeat the call); cell count; measured here: cell count, cytotoxicity flag
NS5 inhibitors pilot replicate: further read-out of NS5 inhibitors, marked with its call; inhibition, %; measured here: pilot screen replicate inhibition
* = called active by the depositor; i = inactive; ? = inconclusive; / = not tested or not shown; + = active, no number; [ ] = remark or other dose.

SMILES	NTR1 agonist	NTR1 agonist cell count 20 µM	Autophagy HCS	Autophagy HCS cell loss 18 h	GPR35 arrestin U2OS	K1F lysis inhibition	RSV antiviral HEp-2	AID2073	NS5 inhibitors	LYP phosphatase	WT yeast gro inh	WT yeast gro inh mutant strain	others
CCc1nc(SCc2cc(Cl)ccc2OC)n[nH]1	2.8	60	i	-3	4%	3.1%	0.3%	6%	1%	-2%	4	15
Cc1cc(C)cc(-n2cc(C(=O)O)c(=O)cc2C)c1	-1.2	92	i	0	8%	0.2%	3.3%	-5%	-2%	-1%	6	3
CC(Oc1ccccc1F)C(=O)/C=C/N(C)C (stereo not given)	0.3	53	i	-29	-6%	-0.9%	1.5%	0%	-3%	-1%	-2	-5
CC(C)(Oc1ccc(Cl)cc1)C(=O)NNC(=O)c1ccc(Br)o1	0.4	55	/	/	-4%	-0.1%	1.5%	5%	-4%	-7%	/	/
CN1CCN(c2ncc(CN3C(=O)c4ccccc4C3=O)s2)CC1	-1.1	55	i	6	-16%	-0.2%	0.9%	-3%	1%	2%	-22	5
O=C(NC12CC3CC(CC(C3)C1)C2)c1cc(F)c(F)c(F)c1F	2.3	92	/	/	2%	0.3%	1.2%	10%	-12%	-5%	/	/
FC(F)(F)c1cnc(Oc2ccc(-c3nnco3)cc2)c(Cl)c1	-0.1	71	i	8	-7%	-0.2%	2.0%	?	-14%	-3%	-5	15
CCOC(=O)c1[nH]c2ccccc2c1NC(=O)C(CC)CC	-0.6	56	i	10	-12%	-1.3%	0.6%	-3%	-1%	-8%	-6	-1
COc1ccc(/C=C/C(=O)NNc2cc(=O)n(C)c(=O)n2C)cc1OC	0.3	62	/	/	1%	1.8%	2.0%	-4%	-5%	-4%	/	/
COc1cccc(C2=CC(=O)C[C@H](c3ccc(Cl)cc3)C2)c1OC	5.4	52	/	/	/	-1.0%	0.1%	/	-2%	/	/	/
O=C(NCCCN1CCCCCC1)c1ccc2c(c1)NC(=O)C(N1CCOCC1)S2 (stereo not given)	-1.3	42	i	-59	25%	2.3%	/	-11%	-1%	-4%	-3	1
O=C(NNc1ccc(O)cc1)c1ccc(Br)cc1	1.2	71	i	14	-12%	-0.1%	3.1%	-17%	>100µM*	-6%	24	7
COc1cccc(CNC(=O)c2ccccc2C(=O)NC(C)(C)C(=O)NCc2cccc(OC)c2)c1	-0.2	70	/	/	4%	0.5%	3.7%	-5%	-6%	-9%	/	/
CSc1ccccc1C(=O)NC1CCSc2ccccc21 (stereo not given)	0.5	52	/	/	9%	0.1%	0.2%	?	7%	-3%	/	/
CCc1cc2c(NCC3CCCO3)nc(C)nc2s1 (stereo not given)	0.7	36	i	3	-3%	0.3%	-0.6%	13%	1%	4%	0	0
COc1cc(/C=N/n2nnnc2N)ccc1O	1.6	104	i	-5	-2%	8.5%	0.6%	4%	15%	-7%	-3	78
CCOC(=O)N1CCC(N2Cc3cccc(C(=O)Nc4ccc(OC)c(OC)c4)c3C2=O)CC1	0.4	47	i	8	18%	-1.4%	2.2%	8%	1%	6%	16	1
COc1ccc(Nc2nc3ccccc3c(=O)s2)c(OC)c1	2.6	40	i	1	-9%	0.8%	0.1%	-8%	9%	-10%	-13	-8
Cc1cc(OCC(=O)NCCCN2CCCC2=O)c2c(C)cc(=O)oc2c1	0.0	42	/	/	-6%	-0.3%	1.0%	17%	7%	-9%	/	/
O=C(N/N=C\c1ccc(CNS(=O)(=O)c2ccccc2)o1)C(=O)Nc1ccc(F)cc1	0.9	52	i	2	7%	4.3%	4.0%	11%	-1%	-9%	8	-3
CN(C)S(=O)(=O)c1ccc(NC(=O)CCNC(=O)c2ccco2)cc1	-0.2	47	/	/	7%	0.2%	1.7%	-7%	-1%	-9%	/	/
Cn1c(=O)c(Oc2ccc(Cl)cc2)c(O)c2ccccc21	5.0	77	i	-6	-11%	0.0%	4.9%	9%	9%	2%	5	20
O=C(c1ccccn1)c1conc1C(=O)c1ccc(Br)cc1	0.7	72	i	-2	12%	-0.1%	-0.8%	0%	-1%	-1%	13	9	NS5 inhibitors pilot replicate=-4.0
Cc1cc(C)n2nc(SCC(=O)N(C(C)C)C(C)C)nc2n1	0.3	81	i	4	10%	0.0%	0.9%	-1%	-3%	-9%	0	13
FC(F)(F)c1ccc(-c2nnc(-c3ccccn3)c(-c3ccccn3)n2)nc1	0.2	56	/	/	5%	-0.8%	/	6%	9%	-2%	/	/

(cont.)
SMILES	NTR1 agonist	NTR1 agonist cell count 20 µM	Autophagy HCS	Autophagy HCS cell loss 18 h	GPR35 arrestin U2OS	K1F lysis inhibition	RSV antiviral HEp-2	AID2073	NS5 inhibitors	LYP phosphatase	WT yeast gro inh	WT yeast gro inh mutant strain	others
CCN(CC)CCCNc1nc(SC)nc2sc3c(c12)CCN(C)C3	/	/	/	/	-6%	1.8%[50 µM]	-0.3%	0%	/	-9%	/	/
C=CCn1c(SCC(=O)NC23CC4CC(CC(C4)C2)C3)nc(O)cc1=O	-0.6	32	i	5	-3%	1.0%	-0.7%	22%	4%	5%	-8	-2
Cc1cc(NC(=O)c2cc(-c3ccc(C)c(C)c3)nc3ccccc23)no1	0.7	28	i	4	12%	1.4%[50 µM]	2.1%	13%	-4%	5%	50	30
Cc1nonc1NC(=O)CSc1nc(CCC2CCCC2)nc2ccccc12	8.1	62	/	/	2%	-0.1%	0.6%	16%	2%	3%	/	/
COc1ccccc1CNC(=O)C1CC(c2ccc([N+](=O)[O-])cc2)=NO1 (stereo not given)	2.3	92	i	-35	14%	-1.1%	1.4%	12%	-7%	-2%	33	36
O=C(Cn1nc(-c2ccccc2)ccc1=O)Nc1ccc(N2CCN(C(=O)c3cccs3)CC2)cc1	-2.1	67	i	2	7%	-0.1%	2.5%	-10%	-1%	-8%	14	2
COCCN1C(=O)N[C@H](c2cccc(C(F)(F)F)c2)C(C(=O)OC)=C1C	4.6	52	i	3	-22%	/	2.0%	-6%	/	-4%	-6	-12
COc1ccccc1NC(=O)c1ccc2c(c1)OCO2	0.4	58	/	/	-5%	-0.4%	0.2%	9%	-9%	-7%	/	/
Cc1nc2c(Cl)c(C)nn2c2c1CCC2	0.2	51	i	-12	-1%	0.2%	1.2%	4%	-1%	-7%	-4	3
COc1ccc(CCNC(=O)c2ccc(CN3CCC(Cc4ccccc4)CC3)cc2)cc1	-1.2	42	i	2	-6%	-8.8%	-0.4%	0%	-4%	-4%	-12	0
FC(F)(F)c1cnc(-c2cnc(-c3ccccn3)nc2)c(Cl)c1	-0.1	106	i	1	-6%	3.1%	-2.0%	-3%	-2%	1%	31	18
CCOCC(=O)N1CCN(c2ccc(F)cc2)CC1	0.2	45	i	-3	9%	0.5%	0.9%	-3%	-8%	-2%	1	-4
CC(=O)Nc1cc2c(cc1C(=O)c1ccc(C)cc1)OCCO2	-0.4	46	i	-6	0%	0.2%	2.1%	14%	1%	-4%	18	19
CCc1ccc(S(=O)(=O)Nc2c(C)n(C)n(-c3ccccc3)c2=O)cc1	5.8	37	/	/	6%	0.9%[50 µM]	0.4%	5%	1%	-7%	/	/
CC(=O)Nc1cccc(NC(=O)CS(=O)(=O)c2cn(CC(=O)N3CCOCC3)c3ccccc23)c1	1.3	57	i	-4	0%	-0.1%	1.7%	-5%	4%	-4%	-13	10
CCCn1c2ccc(F)cc2c2nnc(SCCN3CCOCC3)nc21	/	/	/	/	-4%	-0.7%[50 µM]	1.9%	-21%	-4%	-5%	/	/
O=[N+]([O-])c1ccccc1S(=O)(=O)N1CCN(C2CCN(Cc3ccccc3)CC2)CC1	0.4	59	/	/	-5%	-0.2%[50 µM]	0.0%	7%	3%	-5%	/	/
CCOC(=O)c1sc(NC(=O)c2cccc(S(=O)(=O)N(CC)CC)c2)cc1C	-1.6	100	i	0	11%	-0.1%	0.8%	30%	-7%	2%	3	2
Nc1c(-c2ccccc2)cnc2ncnn12	1.5	73	i	28	5%	0.4%	-0.9%	-6%	2%	-6%	8	8	NS5 inhibitors pilot replicate=0.3
N#Cc1cc2ccccc2nc1N	0.2	56	+	-1.5*	3%	0.3%	11%	6%	-2%	-9%	0	-5
C/C(CCc1ccccc1)=N\NC(=O)C(=O)Nc1cccc(Cl)c1	4.1	36	i	2	9%	0.2%	0.6%	-5%	-4%	0%	-15	-3
O=C(CNC(=O)c1ccc(Br)o1)NCc1ccc2c(c1)OCO2	-1.1	59	i	-26	22%	-0.1%	1.4%	12%	-5%	-6%	1	-3
Cc1ccc2c(c1)N(CC(=O)NCCc1c[nH]c3ccccc13)C(=O)CO2	0.1	77	i	31	10%	-1.6%	-0.8%	14%	-5%	-6%	-6	0
CSc1ccc(CCNC(=O)C2CCCN(c3nn4c(=O)cc(C)nc4s3)C2)cc1 (stereo not given)	-1.5	68	/	/	3%	0.0%	-1.8%	19%	2%	-4%	/	/
Cc1cc(Br)ccc1NC(=O)c1ccc(-n2cncn2)c([N+](=O)[O-])c1	1.8	58	/	/	/	0.7%[50 µM]	-1.2%	/	6%	/	/	/
CC(=O)Nc1ccc(S(=O)(=O)NCc2ccc(C(=O)NCc3ccc4c(c3)OCO4)cc2)cc1	4.6	66	i	11	-10%	4.3%	0.9%	42%	-1%	-12%	-21	-4
CC1CN(C(=O)c2ccc(COc3ccc4ccccc4c3)o2)CC(C)O1 (stereo not given)	7.7	45	i	-19	-6%	0.2%	10%	-5%	7%	0%	7	4

Looked up by compound from above:
SMILES	NTR1 agonist	NTR1 agonist cell count 20 µM	Autophagy HCS	Autophagy HCS cell loss 18 h	GPR35 arrestin U2OS	K1F lysis inhibition	RSV antiviral HEp-2	AID2073	NS5 inhibitors	LYP phosphatase	WT yeast gro inh	WT yeast gro inh mutant strain	others
O=C(CNC(=O)c1ccc(Br)o1)NCc1ccc2c(c1)OCO2	-1.1	59	i	-26	22%	-0.1%	1.4%	12%	-5%	-6%	1	-3
COCCN1C(=O)N[C@H](c2cccc(C(F)(F)F)c2)C(C(=O)OC)=C1C	4.6	52	i	3	-22%	/	2.0%	-6%	/	-4%	-6	-12
CCc1ccc(S(=O)(=O)Nc2c(C)n(C)n(-c3ccccc3)c2=O)cc1	5.8	37	/	/	6%	0.9%[50 µM]	0.4%	5%	1%	-7%	/	/
COc1ccc(CCNC(=O)c2ccc(CN3CCC(Cc4ccccc4)CC3)cc2)cc1	-1.2	42	i	2	-6%	-8.8%	-0.4%	0%	-4%	-4%	-12	0
Cc1cc(NC(=O)c2cc(-c3ccc(C)c(C)c3)nc3ccccc23)no1	0.7	28	i	4	12%	1.4%[50 µM]	2.1%	13%	-4%	5%	50	30

Assay outcomes deposited in PubChem BioAssay by several laboratories.
